Source: PubChem BioAssay
GDH-TPI inh: counter-screen for M. tuberculosis FBA inhibitors: GDH-TPI coupled enzymes; GDH-TPI coupled enzyme counterscreen, NADH absorbance; inhibition, % at 4.8 µM; hit rate 1.2% among 360,000; AID 588335; in the data active = inhibition above about 30%;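 note: 0% = DMSO wells and 100% = wells lacking the enzyme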
PfHsp40 rescue: compounds rescuing yeast from Plasmodium falciparum HSP40 toxicity; S. cerevisiae expressing PfHsp40, growth rescue, ATP luminescence; growth rescue, % at 12.5 µM; hit rate 0.68% among 340,000; AID 504582; in the data active = growth rescue above about 28%, passing the limit was not always enough; inconclusive = no clear call, values can overlap the other calls;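 note: yeast W303a lacking pdr1 and pdr3 grown in galactose medium; growth measured after three days at 30 °C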
BoNT A protease: blocks Botulinum neurotoxin A light chain protease. AID 588499. multiplex microsphere protease substrate cleavage, flow cytometry. inhibition, % at 10 µM. hit rate 0.17% among 360,000; note: plate controls were buffer without enzyme for full effect and enzyme alone for no effect
Mtb UGM inh: Mtb UDP-galactopyranose mutase inhibition; hit rate 0.06% among 320,000; inhibition, % at 10 µM; purified UGM, fluorescence polarization probe displacement; in the data active = inhibition above about 10%, passing the limit was not always enough; inconclusive = no clear call, values can overlap the other calls
FBA Mtb inh: inhibitors of M. tuberculosis fructose-bisphosphate aldolase; purified M. tuberculosis FBA, fluorescence read-out; hit rate 2.3% among 360,000; inhibition, % at 1 µM; P9WQA3; in the data active = inhibition above about 27%;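 note: 0% = vehicle and 100% = reference inhibitor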
Mtb BioA inh: BioA (M. tuberculosis) enzyme inhibition; inhibition, % at 9.99 µM; hit rate 0.096% among 360,000; AID 602481; purified M. tuberculosis BioA enzyme, plate reader; in the data active = inhibition above about 40%; inconclusive = no clear call, values can overlap the other calls
Anthrax LF prot: blocks Bacillus anthracis lethal factor protease. P15917. multiplex microsphere protease cleavage assay, LF. inhibition, % at 10 µM. hit rate 0.12% among 360,000. AID 588501; note: plate controls were buffer without enzyme for full effect and enzyme alone for no effect
Target sequence (P15917 whole entry, looked up): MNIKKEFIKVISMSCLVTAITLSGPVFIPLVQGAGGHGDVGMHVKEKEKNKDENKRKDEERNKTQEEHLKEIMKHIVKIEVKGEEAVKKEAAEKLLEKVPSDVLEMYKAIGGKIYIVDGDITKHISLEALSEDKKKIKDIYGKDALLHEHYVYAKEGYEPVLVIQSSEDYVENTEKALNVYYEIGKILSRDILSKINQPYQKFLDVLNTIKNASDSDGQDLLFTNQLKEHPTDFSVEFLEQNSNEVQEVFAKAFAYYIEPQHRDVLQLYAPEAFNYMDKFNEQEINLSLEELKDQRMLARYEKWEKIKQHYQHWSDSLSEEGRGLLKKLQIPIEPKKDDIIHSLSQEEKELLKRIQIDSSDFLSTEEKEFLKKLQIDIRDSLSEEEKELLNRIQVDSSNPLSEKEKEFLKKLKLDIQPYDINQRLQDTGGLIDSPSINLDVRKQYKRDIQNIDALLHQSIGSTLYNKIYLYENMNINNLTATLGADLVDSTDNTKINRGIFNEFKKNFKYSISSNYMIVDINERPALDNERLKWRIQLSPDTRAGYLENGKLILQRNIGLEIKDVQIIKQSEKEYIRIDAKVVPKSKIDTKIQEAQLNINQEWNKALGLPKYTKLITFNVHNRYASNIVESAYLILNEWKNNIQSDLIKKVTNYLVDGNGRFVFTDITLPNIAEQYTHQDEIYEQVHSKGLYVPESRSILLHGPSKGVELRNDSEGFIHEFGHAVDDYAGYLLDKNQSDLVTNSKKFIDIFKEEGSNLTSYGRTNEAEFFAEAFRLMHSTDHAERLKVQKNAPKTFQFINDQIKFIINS
BoNT F protease: blocks Botulinum neurotoxin F light chain protease; Multiplex microsphere protease cleavage assay, flow cytometry; hit rate 0.22% among 360,000; inhibition, % at 10 µM; in the data active = inhibition above about 35%, passing the limit was not always enough; inconclusive = no clear call, values can overlap the other calls; note: plate controls were buffer without enzyme for full effect and enzyme alone for no effect
FadD28 FP inh: inhibitors of Mycobacterium tuberculosis FadD28 bisubstrate binding; hit rate 0.22% among 360,000; FadD28 bisubstrate probe binding, fluorescence polarization; AID 588549; inhibition, % at 12.5 µM; in the data active = inhibition above about 8.5%, passing the limit was not always enough; inconclusive = no clear call, values can overlap the other calls
* marks the source's active call; other numbers are inactive results. Cut-off read from the data, not from the text of the source, unless noted: active = inhibition above about 30%; inconclusive = no clear call, values can overlap the other calls; inactive = below that.

CCCN(C(=O)COC(=O)CCOc1ccc(C)cc1)c1c(N)n(Cc2ccccc2)c(=O)[nH]c1=O was read as GDH-TPI inh -9, PfHsp40 rescue -0.6, BoNT A protease -4.1, Mtb UGM inh -0.1, FBA Mtb inh 2, Mtb BioA inh -0.8, Anthrax LF prot -3, BoNT F protease -13 and FadD28 FP inh -3.7.
`CCOC(=O)c1sc(NC(=O)c2cc3n(n2)C(C(F)(F)F)CC(c2cccs2)N3)c(C(=O)OCC)c1C` (configuration not stated) gave GDH-TPI inh 0, PfHsp40 rescue 1.2, BoNT A protease 0.1, Mtb UGM inh -0.4, FBA Mtb inh 0, Mtb BioA inh 0.2, Anthrax LF prot -4, BoNT F protease -9 and FadD28 FP inh -0.5.
Cc1ccc(Sc2ccc(NC(=O)CCN3C(=O)NC4(CCCC4)C3=O)cc2)c(C)c1 was read as GDH-TPI inh -4, PfHsp40 rescue -0.4, BoNT A protease -1.1, Mtb UGM inh -0.7, FBA Mtb inh -2, Mtb BioA inh 0.4, Anthrax LF prot -6, BoNT F protease 0 and FadD28 FP inh -4.8.
Screening Cc1ccsc1C(=O)N1CCN(S(=O)(=O)c2cccs2)CC1 returned GDH-TPI inh 1, PfHsp40 rescue 0.1, BoNT A protease -0.1, Mtb UGM inh 0.2, FBA Mtb inh 3, Mtb BioA inh 3.6, Anthrax LF prot -5, BoNT F protease 0 and FadD28 FP inh -1.7.
`CC(C)C[C@H](NC(=O)[C@H](Cc1ccccc1)n1c(=O)[nH]c2ccccc2c1=O)C(=O)N1CCC[C@H]1C(=O)O` gave GDH-TPI inh -4, PfHsp40 rescue 0.5, BoNT A protease 0.1, Mtb UGM inh -0.7, FBA Mtb inh 3, Mtb BioA inh -1.3, Anthrax LF prot 10 and BoNT F protease 12.
For CC(O)(c1cccnc1)c1nc(-c2cccc(C#N)c2)cs1 (configuration not stated) the results were GDH-TPI inh 6, BoNT A protease 0.0, FBA Mtb inh 2, Mtb BioA inh 1.7, Anthrax LF prot -3, BoNT F protease 0 and FadD28 FP inh -1.0.
N#C/C(=C\c1ccc(N2CCOCC2)o1)C(=O)N1CCOCC1 was read as GDH-TPI inh 6, PfHsp40 rescue 0.0, BoNT A protease -1.2, Mtb UGM inh 0.4, FBA Mtb inh -35, Mtb BioA inh -7.4, Anthrax LF prot 0, BoNT F protease -16 and FadD28 FP inh -2.5.
Screening O=S(=O)(NCC(O)COCc1ccco1)c1cccs1 (configuration not stated) returned GDH-TPI inh 11, PfHsp40 rescue 0.0, BoNT A protease -0.3, Mtb UGM inh 5.9, FBA Mtb inh 1, Mtb BioA inh -0.2, Anthrax LF prot -2, BoNT F protease 6 and FadD28 FP inh 2.3.
`CCOCCCNC(=O)CN1C(=O)COc2ccc(S(=O)(=O)N3CCCCCC3)cc21` gave GDH-TPI inh -3, PfHsp40 rescue -1.0, BoNT A protease 0.6, Mtb UGM inh -1.4, FBA Mtb inh -1, Mtb BioA inh -4.1, Anthrax LF prot 1, BoNT F protease -3 and FadD28 FP inh 1.1.
CCN1CCCC1CNC(=O)c1cc2ccc(OC)cc2[nH]1 (configuration not stated) was read as GDH-TPI inh 14, PfHsp40 rescue 0.6, BoNT A protease 5.8, Mtb UGM inh -0.3, FBA Mtb inh 7, Anthrax LF prot -4, BoNT F protease -28 and FadD28 FP inh 0.2.
CCn1cc2nc(SCC(=O)Nc3ccc(OC)cc3OC)n(Cc3ccc(OC)cc3)c(=O)c2n1 was read as GDH-TPI inh 12, PfHsp40 rescue -0.3, BoNT A protease -3.4, Mtb UGM inh 2.3, FBA Mtb inh -2, Mtb BioA inh 7.3, Anthrax LF prot -8, BoNT F protease 0 and FadD28 FP inh -0.5.
For CC1CCCCN1C(=O)Cc1ccc(Cl)cc1 (configuration not stated) the results were GDH-TPI inh 0, PfHsp40 rescue -0.5, BoNT A protease -1.0, Mtb UGM inh 1.8, FBA Mtb inh -4, Mtb BioA inh 0.1, Anthrax LF prot 4, BoNT F protease -9 and FadD28 FP inh -3.3.
`O=C(O)CC(Cc1ccc(Br)cc1)C(=O)Nc1ccccc1` (configuration not stated) gave GDH-TPI inh 9, PfHsp40 rescue -1.5, BoNT A protease -1.4, Mtb UGM inh -1.6, FBA Mtb inh -1, Mtb BioA inh -3.4, Anthrax LF prot -13, BoNT F protease -5 and FadD28 FP inh -0.3.
Screening COc1ccc(OCC(O)CN2CCN(c3ccccc3)CC2)cc1 (configuration not stated) returned GDH-TPI inh -9, PfHsp40 rescue -0.8, BoNT A protease -1.5, Mtb UGM inh 3.6, FBA Mtb inh -3, Mtb BioA inh 0.9, Anthrax LF prot -8, BoNT F protease -10 and FadD28 FP inh -2.2.
For COc1ccc(CC(=O)Nc2ccc3c(C)cc(=O)oc3c2)cc1OC the results were GDH-TPI inh 15, PfHsp40 rescue -2.0, BoNT A protease 0.1, Mtb UGM inh 1.4, FBA Mtb inh 12, Anthrax LF prot 1, BoNT F protease 0 and FadD28 FP inh -0.3.
`O=C(O)COCC(=O)Nc1ccc(Oc2ncnc3cc(Cl)ccc23)nc1` gave GDH-TPI inh 8, BoNT A protease -10, Mtb UGM inh -3.5, FBA Mtb inh 2, Mtb BioA inh 0.1, Anthrax LF prot 18, BoNT F protease inconclusive and FadD28 FP inh -0.4.
For Nc1nnc(CSCc2ccccc2)s1 the results were GDH-TPI inh -4, PfHsp40 rescue -1.5, BoNT A protease 0.4, Mtb UGM inh 5.1, FBA Mtb inh -1, Mtb BioA inh 1.1, Anthrax LF prot 2, BoNT F protease inconclusive and FadD28 FP inh -2.4.
Screening COc1cccc(CC(=NO)c2cccc(OC)c2)c1 returned GDH-TPI inh -4, PfHsp40 rescue 0.3, BoNT A protease 0.2, FBA Mtb inh 0, Mtb BioA inh 0.6, Anthrax LF prot -5, BoNT F protease -4 and FadD28 FP inh -4.4.
For Cc1nc2ccc(NC(=S)N3CCN(c4ccccn4)CC3)cc2nc1C the results were GDH-TPI inh 12, PfHsp40 rescue 1.8, BoNT A protease 1.8, Mtb UGM inh 0.2, FBA Mtb inh 4, Anthrax LF prot -2, BoNT F protease 0 and FadD28 FP inh -3.6.
Screening COC(=O)CSc1nnc(CNC(=O)c2ccco2)n1-c1ccc(F)cc1 returned GDH-TPI inh 10, PfHsp40 rescue 0.1, BoNT A protease 0.2, Mtb UGM inh 0.6, FBA Mtb inh 1, Mtb BioA inh -1.3, Anthrax LF prot 1, BoNT F protease 0 and FadD28 FP inh -2.6.
CC(=O)N1c2ccc(S(=O)(=O)NCCc3ccccc3)cc2CC1C (configuration not stated) was read as GDH-TPI inh 0, PfHsp40 rescue -0.4, BoNT A protease -1.5, Mtb UGM inh 0.6, FBA Mtb inh -4, Mtb BioA inh 2.8, Anthrax LF prot -3, BoNT F protease -7 and FadD28 FP inh -2.7.
For COc1cc(-c2cc(NC=O)c3ncc(-c4ccc(C(C)=O)cc4)n3c2)ccc1O the results were GDH-TPI inh 25, BoNT A protease 0.2, FBA Mtb inh 0, Mtb BioA inh 0.0, Anthrax LF prot -3, BoNT F protease -13 and FadD28 FP inh 1.5.
Screening COc1ccc(CCN(CC(=O)NC(C)(C)C)C(=O)Cn2nnc(-c3ccc(C)o3)n2)cc1OC returned GDH-TPI inh -3, PfHsp40 rescue -0.2, BoNT A protease -0.6, Mtb UGM inh -1.3, FBA Mtb inh 4, Anthrax LF prot -3, BoNT F protease 2 and FadD28 FP inh -1.6.
`CCC(Oc1ccccc1)C(=O)Nc1ccc(S(=O)(=O)Nc2cc(C)on2)cc1` (configuration not stated) gave GDH-TPI inh -1, PfHsp40 rescue -0.6, BoNT A protease -1.3, Mtb UGM inh -0.9, FBA Mtb inh 5, Mtb BioA inh -0.1, Anthrax LF prot 5, BoNT F protease -10 and FadD28 FP inh -1.2.
Screening CC1CCCC(C)N1CC(C)(C)NS(=O)(=O)c1ccc(Cl)cc1 (configuration not stated) returned GDH-TPI inh 6, PfHsp40 rescue -0.8, BoNT A protease 1.3, Mtb UGM inh 2.1, FBA Mtb inh -1, Anthrax LF prot -16, BoNT F protease 6 and FadD28 FP inh -2.2.
For O=C1CCCc2nc3c(cc21)C(O)Oc1c-3ccc2ccccc12 (configuration not stated) the results were GDH-TPI inh -2, PfHsp40 rescue -0.5, BoNT A protease -0.4, Mtb UGM inh -1.0, FBA Mtb inh 3, Anthrax LF prot 1, BoNT F protease -2 and FadD28 FP inh 0.3.
CC1CC(C)CN(CCCNC(=O)CCNC(=O)Cn2cnc3ccccc3c2=O)C1 (configuration not stated) was read as GDH-TPI inh -4, PfHsp40 rescue -1.1, BoNT A protease -0.5, Mtb UGM inh -0.3, FBA Mtb inh 1, Mtb BioA inh 0.0, Anthrax LF prot -3, BoNT F protease -8 and FadD28 FP inh 0.3.
O=C1CC2(CCN(C(=O)C(=O)c3c[nH]c4ccccc34)CC2)Oc2ccccc21 was read as GDH-TPI inh 23, PfHsp40 rescue -1.0, BoNT A protease 0.1, Mtb UGM inh 2.0, FBA Mtb inh 4, Mtb BioA inh 19, Anthrax LF prot -1, BoNT F protease 8 and FadD28 FP inh -0.8.
Screening Cc1occc1C(=O)NC(C)C1CCCO1 (configuration not stated) returned GDH-TPI inh -6, PfHsp40 rescue -0.6, BoNT A protease -0.9, Mtb UGM inh 0.1, FBA Mtb inh 33*, Mtb BioA inh -1.4, Anthrax LF prot 0, BoNT F protease -8 and FadD28 FP inh -0.6.
Screening C/C(=N\OCc1ccccc1)c1c(O)cc(C(C)C)n(-c2ccccc2)c1=O returned GDH-TPI inh -1, PfHsp40 rescue -0.7, BoNT A protease 0.5, Mtb UGM inh -0.3, FBA Mtb inh 0, Anthrax LF prot 1, BoNT F protease -1 and FadD28 FP inh -4.1.
For COc1ccc(C2=Nn3c(nnc3-c3ccccc3Cl)SC2)cc1OC1CCCC1 the results were GDH-TPI inh 25, PfHsp40 rescue 2.9, BoNT A protease 0.6, Mtb UGM inh 0.4, FBA Mtb inh -2, Mtb BioA inh -1.0, Anthrax LF prot -2, BoNT F protease -1 and FadD28 FP inh -10.
For CCCN1CCN(CCCNC(=O)CN2C(=O)C(CC)Oc3ccccc32)CC1 (configuration not stated) the results were GDH-TPI inh -7, PfHsp40 rescue -0.4, BoNT A protease -0.6, Mtb UGM inh 0.0, FBA Mtb inh -6, Mtb BioA inh -2.1, Anthrax LF prot 0, BoNT F protease 4 and FadD28 FP inh -2.4.
`COc1ccccc1C1CC(=O)Oc2cc(C)c(Cl)cc21` (configuration not stated) gave GDH-TPI inh 7, PfHsp40 rescue 0.0, BoNT A protease -0.7, FBA Mtb inh -3, Mtb BioA inh 0.2, Anthrax LF prot -8, BoNT F protease -5 and FadD28 FP inh -1.2.

Already shown: an excerpt of the list.
Screening CC1CCCC(C)N1CC(C)(C)NS(=O)(=O)c1ccc(Cl)cc1 (configuration not stated) returned GDH-TPI inh 6, PfHsp40 rescue -0.8, BoNT A protease 1.3, Mtb UGM inh 2.1, FBA Mtb inh -1, Anthrax LF prot -16, BoNT F protease 6 and FadD28 FP inh -2.2.
For O=C1CCCc2nc3c(cc21)C(O)Oc1c-3ccc2ccccc12 (configuration not stated) the results were GDH-TPI inh -2, PfHsp40 rescue -0.5, BoNT A protease -0.4, Mtb UGM inh -1.0, FBA Mtb inh 3, Anthrax LF prot 1, BoNT F protease -2 and FadD28 FP inh 0.3.
CC1CC(C)CN(CCCNC(=O)CCNC(=O)Cn2cnc3ccccc3c2=O)C1 (configuration not stated) was read as GDH-TPI inh -4, PfHsp40 rescue -1.1, BoNT A protease -0.5, Mtb UGM inh -0.3, FBA Mtb inh 1, Mtb BioA inh 0.0, Anthrax LF prot -3, BoNT F protease -8 and FadD28 FP inh 0.3.
